# MEP2 TOR yeast – modulators of MEP2-GFP levels in yeast, primary screen, S. cerevisiae, multiplex flow cytometry, MLPCN library; S. cerevisiae MEP2-GFP strain, 3 h; 100% = DMSO control level; GFP response vs DMSO, % at 10 µM; 0.51% of 330,000 active;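 active means GFP response versus DMSO above a set limit, roughly screen mean plus 3 SD, cut at about 180% in these data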;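 further: median GFP fluorescence of the barcode-gated MEP2-GFP cells per well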
# AHR act – AHR activators, primary screen, cell-based, luminescence, luciferase reporter, human; Aryl hydrocarbon receptor (Homo sapiens), P35869; activation, % at 5 µM; 2.5% of 320,000 active; AHR-responsive luciferase reporter cells; in the data active means activation above about 47%;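 further: 0% = vehicle wells and 100% = reference agonist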
# Target sequence (P35869 whole entry, looked up): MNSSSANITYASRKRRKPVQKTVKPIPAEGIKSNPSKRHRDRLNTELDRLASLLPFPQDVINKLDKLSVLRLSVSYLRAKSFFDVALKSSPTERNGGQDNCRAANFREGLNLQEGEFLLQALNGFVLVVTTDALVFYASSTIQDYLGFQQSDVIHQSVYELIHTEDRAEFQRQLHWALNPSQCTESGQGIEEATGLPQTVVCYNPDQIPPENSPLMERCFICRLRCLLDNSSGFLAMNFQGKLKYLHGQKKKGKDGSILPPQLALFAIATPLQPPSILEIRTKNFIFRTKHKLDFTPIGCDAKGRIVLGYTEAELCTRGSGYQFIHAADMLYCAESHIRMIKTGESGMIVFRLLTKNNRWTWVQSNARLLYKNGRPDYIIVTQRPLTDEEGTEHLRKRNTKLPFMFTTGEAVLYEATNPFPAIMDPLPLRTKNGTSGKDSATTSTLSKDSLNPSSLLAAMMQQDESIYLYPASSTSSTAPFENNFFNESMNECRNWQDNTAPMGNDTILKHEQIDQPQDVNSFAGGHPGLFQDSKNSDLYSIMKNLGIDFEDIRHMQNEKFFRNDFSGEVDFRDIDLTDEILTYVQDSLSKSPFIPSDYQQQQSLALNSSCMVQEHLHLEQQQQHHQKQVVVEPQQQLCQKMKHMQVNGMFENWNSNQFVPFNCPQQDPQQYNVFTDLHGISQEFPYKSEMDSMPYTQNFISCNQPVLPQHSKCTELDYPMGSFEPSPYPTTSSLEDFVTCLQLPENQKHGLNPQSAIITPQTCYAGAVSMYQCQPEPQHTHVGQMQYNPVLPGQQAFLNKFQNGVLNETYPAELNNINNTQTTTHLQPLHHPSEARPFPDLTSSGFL
# LAP4 TOR yeast – modulators of LAP4-GFP expression in yeast, primary screen, S. cerevisiae, multiplex flow cytometry, MLPCN library; 3 h; median GFP as percent of DMSO wells; GFP response vs DMSO, % at 10 µM; 0.34% of 320,000 active; AID 2023, 2009;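 active means GFP response vs DMSO above a set limit, about the screen mean plus 3 SD, cut at about 150% in these data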
# RPL19A TOR yeast – RPL19A-GFP expression modulators in yeast, primary screen, cell-based, S. cerevisiae, multiplex flow cytometry, MLPCN. percent response vs DMSO, % at 10 µM. 0.3% of 330,000 active. S. cerevisiae RPL19A-GFP strain, 3 h; hits give low values;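 active means percent response vs DMSO below 50%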;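 further: median channel GFP fluorescence of the barcoded RPL19A-GFP strain; ratio of sample median GFP to plate DMSO average so 100% = DMSO; lower means less RPL19A-GFP as with rapamycin TOR inhibition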
# AGP1 TOR yeast – modulators of AGP1-GFP expression in yeast TOR pathway, primary screen, cell-based, multiplex flow cytometry, S. cerevisiae, MLPCN library | GFP response vs DMSO, % at 10 µM | 0.02% of 320,000 active | 3 h; GFP as percent of DMSO wells;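 active means GFP response relative to DMSO above a set limit, near screen average plus 3 SD, cut at about 150% in these data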;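 further: median GFP channel fluorescence of the gated AGP1 strain per well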
# Efflux pump mplx – inhibitors of Candida efflux pumps in yeast, primary screen, S. cerevisiae, Nile Red, multiplex; S. cerevisiae Candida pump triplex; inhibition, % at 10 µM; 0.44% of 330,000 active;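 active means plate passing quality check with inhibition over a set limit, or well fluorescence over plate mean plus 4 SD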;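 further: Nile Red retained in pooled yeast measured as flow cytometry median fluorescence; 0% = buffer negative control and 100% = Enniatin B positive control; higher means more Nile Red kept so more efflux inhibition; some compounds called inactive have numbers as strong as hits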
# CIT2-GFP yeast – modulators of CIT2-GFP expression in yeast, primary screen, S. cerevisiae, GFP fusion, multiplex flow cytometry, MLPCN library. S. cerevisiae CIT2-GFP strain, 3 h; 100 means same as DMSO wells. GFP response vs DMSO, % at 10 µM. 0.065% of 320,000 active;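 active means GFP response relative to DMSO above a set limit, near the screen mean plus 3 SD, cut at about 150% in these data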;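 further: ratio of well median GFP fluorescence to mean of DMSO wells on the plate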
# CR mimetic SO – reduction of superoxide in aged yeast, primary screen, HTS; S. cerevisiae aged cells, superoxide DHE fluorescence; hits give low values; superoxide response (% of plate mean), % at 10 µM; 0.18% of 330,000 active; AID 2690, 2010;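 active means superoxide response under a set limit, about three screen SD below normal, cut at about 65% in these data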;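 further: yeast aged for seven days with compound at 30 °C before DHE staining; 100% = average MFI of all compound-treated wells on the plate with controls excluded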
# The depositor's hits bear a star; . = no result given. Rows were taken by chance; overall some 3.9% were active at least once.
SMILES,MEP2 TOR yeast,AHR act,LAP4 TOR yeast,RPL19A TOR yeast,AGP1 TOR yeast,Efflux pump mplx,CIT2-GFP yeast,CR mimetic SO
O=C(O)C(C(=O)O)=C1C2CC3CC(C2)CC1C3,98.0,-0.3,114.5,95.6,113.4,0.0,92.9,101.9
CCC1=Nc2cc(C(=O)NCC3CCCO3)ccc2Sc2ccc(Br)cc21 (configuration not stated),113.2,8.9,95.2,107.8,97.3,0.3,91.1,103.4
O=[N+]([O-])/C=C/c1c(OCc2ccccc2)ccc2ccccc12,92.3,19.5,180.7*,91.5,87.7,-0.3,81.1,92.0
O=C(CNC(=O)c1ccccc1F)OCc1nc2ccc(Cl)cc2n1CCO,99.3,3.0,92.6,94.5,92.8,0.1,92.8,93.0
O=C(NC1CCCCCC1)C1CCN(S(=O)(=O)c2cccc3cccnc23)CC1,92.1,-0.6,97.8,101.8,102.7,-0.2,102.2,96.8
CCOC(=O)c1ccc(-c2ccc3c(=O)c4ccccc4n(C)c3c2)cc1F,110.2,2.9,104.9,98.8,101.7,0.4,94.8,120.0
O=C(N/N=C/c1cccnc1)c1ccco1,102.8,9.1,100.6,102.7,101.2,-0.1,104.6,94.0
CC1=C(C(=O)NCc2ccc(Cl)cc2)C2(CCC(C)CC2)OC1=O (configuration not stated),91.4,-0.1,96.5,96.7,94.9,0.2,87.8,98.4
Cc1ccccc1C(=O)Nc1nnc(SC(C)C)s1,97.5,-1.5,113.3,101.7,89.7,0.0,79.6,93.5
O=C(C[C@@H]1C/C=C\CCC(=O)OC[C@@H]2CCCN2C1=O)N[C@@H](CO)Cc1ccccc1,98.6,-0.1,96.0,94.0,102.3,-0.3,91.1,89.2
CCOc1ccc(OCc2ccc(C(=O)Nc3cccnc3)cc2)cc1,88.2,1.3,95.2,92.9,88.1,0.8,79.6,103.0
CCOC(=O)C1CCN(C(=O)CN(C)S(=O)(=O)c2cc(C)ccc2OC)CC1,105.6,-0.7,103.2,102.3,110.3,0.5,95.7,90.5
CSCCC1NC2(C(=O)Nc3c(C)cc(Cl)cc32)[C@@H]2C(=O)N(C3CCCC3)C(=O)[C@H]12 (some centres not stated),100.9,-0.2,96.9,103.5,97.3,0.1,103.2,87.6
CCCC1(c2ccccc2)NC(=O)N(CC(=O)Nc2ccc3c(c2)OCCO3)C1=O (configuration not stated),99.1,0.1,100.9,99.4,100.5,-0.3,103.0,103.6
O[C@@H]1COC(Nc2ccc(N=Nc3ccccc3)cc2)C[C@@H]1O (some centres not stated),107.3,-5.0,.,103.2,.,0.0,.,105.6
O=C(CCCOc1ccccc1)Nc1cccc(S(=O)(=O)N2CCCCC2)c1,94.8,0.0,101.2,96.2,99.9,0.1,98.2,97.1
Cc1cc(C)nc(N(C#N)Cc2ccc(Cl)cc2)n1,89.8,2.0,97.6,93.5,97.8,-0.2,95.6,88.5
CC(=O)N1CCN(c2ccc(NS(=O)(=O)c3ccc(C)cc3)cc2)CC1,101.7,-0.2,99.0,105.0,102.5,0.0,106.0,85.4
O=C(CSCc1cnn(-c2ccccc2)c1-n1cccc1)NCC1CCCO1 (configuration not stated),102.4,-0.9,99.0,101.4,106.5,-0.1,99.8,101.5
COc1ccc(CNC(=O)CC(C)S(=O)(=O)c2ccc3c(c2)NC(=O)CO3)cc1 (configuration not stated),99.1,2.0,107.3,95.7,101.0,-0.2,99.5,117.4
COc1ccc(CN(C(=O)c2oc3ccccc3c2C)C2CCS(=O)(=O)C2)cc1OC (configuration not stated),98.2,1.1,102.8,98.0,.,0.1,98.2,95.9
CC(C)CN(C(=O)CSc1nncn1C)C1CCS(=O)(=O)C1 (configuration not stated),96.4,-0.2,93.2,101.0,102.4,-0.1,104.5,106.6
Cc1cc(Cl)c2oc(C(=O)NCCN3CCCCC3CO)c(C)c2c1 (configuration not stated),98.4,5.5,104.0,96.7,101.3,0.0,99.4,103.1
Cc1ccc(NS(=O)(=O)c2cccc(C(=O)NCC(c3ccco3)N3CCCCC3)c2)cc1 (configuration not stated),95.9,11.6,89.7,95.8,95.0,-0.3,87.9,96.4
COCCN1C(=O)N[C@@H](c2ccccc2)C(C(=O)OC)=C1C,91.3,0.5,111.2,100.2,86.1,-0.1,75.3,95.1
Cc1nc2c(-c3ccc(F)cc3)c(C)[nH]n2c(=O)c1Cl,107.8,-1.8,98.3,104.0,102.9,-0.1,105.6,92.2
CCCN1CCN(CCCNC(=O)c2ccc(CS(=O)c3ccc(OC)cc3)o2)CC1 (configuration not stated),99.2,-0.4,91.7,97.4,98.3,-0.2,97.7,115.9
CC(C)(C)OC(=O)Nc1ncnc2c1ncn2C1OC(CO)C2OC(C)(C)OC21 (configuration not stated),95.0,-0.6,101.6,96.5,89.8,0.1,87.5,97.0
Cc1cc(C(=O)OCC(=O)NCCC(C)C)c2ccccc2n1,98.7,0.7,99.4,98.2,96.0,0.8,94.8,137.9
CSCCC1C(C#N)=C(N)Oc2n[nH]c(-c3cccs3)c21 (configuration not stated),83.1,14.1,80.0,92.8,.,0.1,89.2,105.6
CCn1c(O)c(C=NCCN2CCOCC2)sc1=S,91.2,1.9,110.3,86.4,88.8,0.0,100.4,118.9
COCCN(C(=O)CSc1nnc(-c2ccc(C(C)(C)C)cc2)n1N)c1c(N)n(CC(C)C)c(=O)[nH]c1=O,100.6,6.1,103.9,98.6,101.5,-0.1,104.8,100.2
COc1cc(/C=N/Nc2ccc(C(=O)O)cc2)cc(OC)c1OC,102.3,5.2,108.9,94.2,98.9,0.1,85.4,106.6
CC1=C(C)/C(=N\OS(=O)(=O)c2ccccc2)C=CC1=O,88.6,25.0,254.8*,82.5,74.5,0.0,91.5,101.0
Cc1cccc2cc(CN(CC3CCCO3)C(=O)c3ccco3)c(=O)[nH]c12 (configuration not stated),104.1,6.4,101.4,95.1,98.6,0.0,96.3,99.1
Brc1ccccc1-c1nc2c3ccccc3ncn2n1,112.7,65.6*,116.5,102.4,112.5,-0.2,96.0,115.6
COC(=O)c1c(NC(=O)C(=O)N2CCOCC2)sc2c1CCCC2,106.8,0.4,91.3,102.8,99.2,0.0,104.3,95.9
COc1ccc(/C=C/C(=O)O)cc1S(=O)(=O)NCC1CCCO1 (configuration not stated),101.5,-4.6,101.9,97.6,105.5,0.0,104.7,90.2
CC(C)NC(=S)N(CCc1ccncc1)C(C)C,101.8,1.1,98.4,96.3,108.8,-0.1,95.7,89.7
Cc1ccc(CN2C(=O)CCC2C(=O)N2CCN(c3ccccc3)CC2)cc1 (configuration not stated),101.2,5.1,88.8,97.8,95.3,0.1,88.1,88.3
Cc1cc(C(F)F)n2ncc(C(=O)N3CCC(C(N)=O)CC3)c2n1,104.2,0.1,109.3,103.6,111.4,0.0,107.3,91.0
COc1cccc(NC(=O)COC(=O)c2ccc(S(=O)(=O)NCc3ccco3)cc2)c1,112.0,-1.3,102.5,109.1,118.0,-0.1,111.3,105.1
Cc1cc(C)c(C)c(S(=O)(=O)N2CCC(C(=O)NNC(=O)c3ccccc3O)CC2)c1C,89.6,3.3,82.3,90.9,104.8,0.0,88.2,94.9
Cn1c(SCc2nc3ccccc3n2CCO)nc2ccccc21,99.0,-9.9,99.5,96.5,97.6,0.0,93.3,108.8
CCCN(CCC)C(=O)Cn1c(=O)n(CCC(=O)NCCc2ccccc2)c(=O)c2ccccc21,97.1,-1.9,85.0,94.6,89.3,0.0,86.5,100.3
Cc1cc(=O)oc2c3c(cc(OCC(=O)NCCN4CCOCC4)c12)OC(C)(C)CC3,103.9,2.0,105.8,96.1,95.2,0.0,96.9,94.1
C[n+]1cn(/N=C/c2ccccc2)c2ccccc21,98.3,34.7,91.8,100.0,97.9,0.1,105.3,111.2
Nc1nc2nc[nH]c2c(=O)[nH]1,93.7,1.9,91.1,99.7,93.8,0.0,88.8,96.7
COc1ccc(S(=O)(=O)Nc2cccc(S(=O)(=O)N3CCCCC3)c2)cc1,95.5,-0.2,90.1,100.8,95.1,-0.1,111.0,94.5
COc1ccc2c(c1)OC[C@H]1[C@H]2N2C(=O)CN(Cc3ccc(Cl)cc3)C(=O)[C@@]2(C)[C@H]1c1ccccc1,100.6,-3.9,92.6,99.5,99.1,0.4,93.7,72.7
O=c1c2c([nH]c3ccccc13)CCC2,97.9,-0.5,90.4,96.6,95.2,-0.1,101.7,107.9
CC(CC(=O)Nc1ccccc1C(F)(F)F)c1ccccc1 (configuration not stated),102.8,12.3,95.8,107.8,105.0,0.1,101.8,103.1
O=C(CSc1ncn(-c2ccccc2)n1)NCc1ccccc1,102.4,0.5,98.2,98.6,95.4,-0.2,92.4,93.9
COc1ccc(CN2C(=O)C(CC(C)C)Nc3ncnc(N4CCOCC4)c32)cc1 (configuration not stated),95.5,4.5,130.3,98.9,88.3,0.1,91.2,107.0
COc1ccc(S(=O)(=O)N2CCCCC2)cc1NC(=O)c1[nH]c(C)c(C(C)=O)c1C,104.4,15.9,109.1,103.7,102.3,-0.1,102.9,98.5
CC(C)NC(=O)c1nn2c(C(F)(F)F)cc(-c3ccco3)nc2c1Cl,101.1,-0.2,107.7,99.9,106.5,0.0,100.9,105.5
COc1ccc(Cl)cc1C(=O)NNC(=S)NC1CCCC1,97.7,32.1,130.1,93.4,94.3,-0.1,79.9,95.4
CC(=O)Nc1ccc(S(=O)(=O)N(C)CC(=O)OCC(=O)Nc2cccnc2Cl)cc1,109.4,-1.1,98.2,103.7,106.1,0.0,104.4,93.2
CCOCC(=O)Nc1ccccc1C(=O)N1CCOCC1,101.0,1.9,89.6,102.3,99.9,0.2,110.4,103.9
Cc1ccc(S(=O)(=O)CCC(=O)NC2CCCC2)cc1,101.4,-7.9,90.9,103.8,93.5,0.0,107.7,112.9
# (cont.)
SMILES,MEP2 TOR yeast,AHR act,LAP4 TOR yeast,RPL19A TOR yeast,AGP1 TOR yeast,Efflux pump mplx,CIT2-GFP yeast,CR mimetic SO
CCOC(=O)c1sc(NC(=O)C(C)C)c(C#N)c1C,104.7,-0.8,101.9,103.4,101.7,-0.3,105.6,103.7
Cc1oc2cc(O)ccc2c(=O)c1Oc1ccc(F)cc1,97.6,5.3,100.1,97.6,104.1,-0.2,102.9,101.8
CCCCn1c(N)c(N(CC(C)C)C(=O)CN(C)S(=O)(=O)c2ccc(F)cc2)c(=O)[nH]c1=O,97.8,0.0,93.3,89.5,95.7,0.0,98.3,104.2
COc1cccc(C(c2c(NC(=O)c3ccccc3)sc(C)c2C)N2CCN(C)CC2)c1 (configuration not stated),105.7,5.0,101.8,103.7,103.1,0.9,100.1,116.1

# Among those listed so far, these contain two or more sulfur atoms:
SMILES,MEP2 TOR yeast,AHR act,LAP4 TOR yeast,RPL19A TOR yeast,AGP1 TOR yeast,Efflux pump mplx,CIT2-GFP yeast,CR mimetic SO
Cc1ccccc1C(=O)Nc1nnc(SC(C)C)s1,97.5,-1.5,113.3,101.7,89.7,0.0,79.6,93.5
CC(C)CN(C(=O)CSc1nncn1C)C1CCS(=O)(=O)C1 (configuration not stated),96.4,-0.2,93.2,101.0,102.4,-0.1,104.5,106.6
CSCCC1C(C#N)=C(N)Oc2n[nH]c(-c3cccs3)c21 (configuration not stated),83.1,14.1,80.0,92.8,.,0.1,89.2,105.6
CCn1c(O)c(C=NCCN2CCOCC2)sc1=S,91.2,1.9,110.3,86.4,88.8,0.0,100.4,118.9
COc1ccc(S(=O)(=O)Nc2cccc(S(=O)(=O)N3CCCCC3)c2)cc1,95.5,-0.2,90.1,100.8,95.1,-0.1,111.0,94.5

# Screening results deposited in PubChem BioAssay by several laboratories.
